NR2F2 inh: NR2F2 (human) inhibition, primary screen; P24468; HEK293T NGFI-A luciferase reporter, luminescence; inhibition, % at 8.6 µM; 370,000 compounds, 0.7% hits; AID 686940;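 active means inhibition above a per-plate cutoff, mean inhibition of test wells between control levels plus 3 SD, cut at about 38% in these data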;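 further: cells cotransfected with COUP-TFII expression vector driving the NGFI-A reporter; 0% = median of COUP-TF2 test wells and 100% = reporter-only cells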
C8 TRAIL sens: sensitizes caspase-8 expressing cells to TRAIL. NB7+C8 cells + TRAIL, ATPlite viability luminescence. inhibition (viability loss, TRAIL sensitization), % at 10 µM. 360,000 compounds, 1% hits. AID 624354;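 active means compounds causing at least 50% loss of cell viability in the single-dose screen, relative to plate controls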
TROY NFkB inh: blocks TROY-dependent signaling in reporter cells; Q293 LMP1-TROYcd NF-kB luciferase reporter, 4 h; inhibition, % at 10 µM; 360,000 compounds, 0.98% hits;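 active means compounds whose plate-normalised and pattern-corrected inhibition of the luciferase reporter signal at the single screening dose is 50% or more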
SRC1 inh: inhibits human SRC1 coactivator; inhibition, % at 3.6 µM; 360,000 compounds, 0.12% hits; HEK293 GAL4-SRC1 luciferase reporter, luminescence; Q15788;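 active means inhibition above the campaign mean plus 3 SD, with each screening campaign given its own cutoff, cut at about 60% in these data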;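 further: 0% = DMSO treated cells and 100% = gossypol at 36 µM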
KKLEB tox: reduces viability of KKLEB cystic fibrosis airway cells | KKLEB CF airway cells viability, ATPlite luminescence, overnight; stronger effect = lower value; cells stimulated with P. aeruginosa culture filtrate | activity change (cytotoxicity), % at 5 µM | 360,000 compounds, 0.36% hits;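 active means corrected activity change at or below -50% at 5 µM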
CF NFkB inh: blocks PAF-induced NF-kB reporter in cystic fibrosis cells. AID 588850. KKLEB NF-kB-GFP reporter, GFP fluorescence overnight. inhibition, % at 5 µM. 360,000 compounds, 0.86% hits;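 active means at least 50% inhibition at 5 µM, scaled per plate between neutral and stimulator controls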;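 further: PAF is a Pseudomonas aeruginosa culture filtrate used as stimulus; plate controls were PAF-stimulated DMSO wells for no effect and unstimulated DMSO wells for full effect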
NCOA2 inhibitor: human SRC2 (NCOA2) inhibition; Q15596; HEK293 GAL4-SRC2 luciferase reporter, luminescence; inhibition, % at 9 µM; 370,000 compounds, 0.17% hits; AID 651957;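 active means inhibition above the mean inhibition of all tested compounds plus 3 SD, set per campaign, cut at about 52% in these data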;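 further: 0% = DMSO treated cells and 100% = cells given Gossypol at 36 µM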
NCOA3 inh: inhibitors of human steroid receptor coactivator 3 (SRC3). Q9Y6Q9. HEK293 GAL4-SRC3 luciferase reporter, luminescence. inhibition, % at 3.6 µM. 360,000 compounds, 0.17% hits. AID 588352;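 active means inhibition above a per-campaign cutoff, the mean of all compounds plus 3 SD, cut at about 60% in these data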;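 further: 0% = DMSO-treated cells and 100% = gossypol-treated cells at 36 µM; higher means less SRC3-driven luciferase light from the GAL4 reporter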
TWEAK Fn14 block: blocks TWEAK-Fn14 interaction in a reporter cell assay; TWEAK-stimulated Fn14 reporter cells, luciferase luminescence, 8 h; 360,000 compounds, 2% hits; inhibition, % at 10 µM; AID 1159606; in the data active means inhibition above about 50%
LRH-1 inv ag: inverse agonists of human LRH-1 (NR5A2). O00482. HEK293T StAR-luciferase reporter, LRH-1 transfected, 24 h. inhibition, % at 3.6 µM. 360,000 compounds, 0.13% hits;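 active means inhibition above the mean inhibition of all tested compounds plus 3 SD, cut at about 73% in these data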;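 further: 0% = DMSO wells and 100% = reporter-only cells lacking LRH-1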
EBV LMP1 NFkB: reduces LMP1-driven NF-kappaB luciferase signal | 350,000 compounds, 0.69% hits | inhibition, % at 12.5 µM | AID 504558 | LMP1-induced NF-kappaB luciferase reporter cells, luminescence; in the data active means inhibition above about 41%;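 further: 0% = neutral control wells and 100% = reference inhibitor control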
Active calls of the source: *; / = no result given.

smiles	NR2F2 inh	C8 TRAIL sens	TROY NFkB inh	SRC1 inh	KKLEB tox	CF NFkB inh	NCOA2 inhibitor	NCOA3 inh	TWEAK Fn14 block	LRH-1 inv ag	EBV LMP1 NFkB
COc1ccc(-n2c(=S)[nH]c3cc(C(=O)N4CCN(c5ccccc5)CC4)ccc3c2=O)cc1	-6.2	0.8	8.4	10.6	-1.5	6.1	0.4	-23.6	29.4	3.3	-0.5
Cc1ccc(-n2c(-c3ccncc3)n[nH]c2=S)cc1	13.9	3.0	-5.3	-23.5	0.7	-14.9	19.7	-4.8	-2.7	-2.6	-6.9
N#Cc1ccc(Oc2cccnc2)cc1C#N	-13.1	4.3	12.1	1.8	0.4	-5.5	11.8	-13.4	-4.8	4.2	3.7
Cc1ccc(N=CC2=C(O)CC(c3ccco3)CC2=O)cc1 (centres undefined)	-6.3	-8.1	-23.4	4.1	-6.0	6.0	-35.2	-4.2	25.1	-2.1	9.0
CCC(C)[C@@H](C(=O)N1CCNCC1)n1cc(CCCCN)nn1 (some centres undefined)	10.3	2.2	-3.4	-3.0	0.3	1.2	-5.2	-12.3	-1.2	-15.8	-7.7
CCc1ccc2c(c1)c1nnc(NN)nc1n2CC	-3.8	21.4	-3.8	-8.1	-3.2	4.6	-6.2	12.9	-8.5	14.3	16.3
Cc1cc(C)c(S(=O)(=O)N2CCCC2CNC(=O)c2ccc3c(c2)OCO3)c(C)c1 (centres undefined)	11.3	0.0	-23.3	-4.8	-4.7	12.4	14.6	23.6	-20.4	-0.6	-2.6
C=CCOc1ccc(C(c2c(C(=O)O)[nH]c3ccccc23)c2c(C(=O)O)[nH]c3ccccc23)cc1	4.2	-8.1	17.4	-29.3	-5.5	-1.7	-19.9	-8.1	18.6	25.3	-2.5
Cc1ccc(Cn2c(O)c(N=NC(=S)Nc3ccccc3F)c3ccccc32)cc1	1.8	15.4	6.0	-0.4	0.3	22.0	10.1	4.0	11.5	14.5	26.2
CCc1ccc[n+](-c2[nH]c(=O)sc2/C=N/N=C(\[O-])c2cccnc2)c1	-4.4	-2.3	-5.4	-15.2	-3.5	-10.9	3.7	2.7	-4.4	-7.9	2.9
CCOC(=O)c1sc(NC(C)=O)nc1-c1ccccc1	-9.0	-7.6	-6.6	-1.7	6.1	-20.0	4.8	-8.3	-5.7	9.5	0.2
Cc1ccc(S(=O)(=O)N2c3cc(C)ccc3OCC2C(C)(C)C)cc1 (centres undefined)	4.0	8.7	23.1	-6.5	-9.1	30.3	-20.8	0.0	30.0	3.7	8.6
O=C(COc1ccccc1)NCC(c1ccco1)N1CCCCC1 (centres undefined)	12.3	9.8	17.1	1.5	13.5	-4.4	18.5	3.3	-12.3	6.8	2.1
CCN(CC(=O)Nc1c(F)cccc1F)C(=O)CCSc1ccc(C)cc1	7.4	-1.1	-0.5	-1.3	-4.4	-15.9	19.5	13.7	-12.6	-20.1	4.2
CS(=O)(=O)Nc1cccc(C2=NN(C(=O)CCCC(=O)O)C(c3cccs3)C2)c1 (centres undefined)	-7.0	-6.5	-9.6	-32.2	-2.1	-1.2	-12.3	-14.0	10.1	3.7	-4.7
O=C(O)c1ccc(SCc2ccccc2)nc1	2.5	-15.7	-38.7	-32.8	8.2	-3.8	-29.6	2.5	-6.4	-28.9	-4.4
O=C(Nc1cccnc1)c1ccc(F)c(S(=O)(=O)N2CCOCC2)c1	-3.9	-3.5	7.4	3.4	7.4	-13.6	8.2	-15.0	0.0	21.0	3.6
CCc1nc2c(OCC=C(C)C)cccn2c1N(C)C(=O)c1ccccc1F	1.1	14.1	-5.4	-3.5	0.6	-5.0	7.6	-2.9	7.1	2.4	/
C/C(=N\OC(=O)c1cccc(Cl)c1)c1sc(C)nc1C	-10.0	10.8	16.0	-7.7	11.4	-15.1	-4.4	13.9	-1.3	14.4	-4.5
COc1ccc(Cl)cc1NC(=O)CCS(=O)(=O)c1cc2c(cc1C)NC(=O)CO2	12.1	2.9	-6.1	14.1	11.1	-26.9	13.2	-7.2	2.6	5.1	5.0
CCOC(=O)c1nnc(-c2ccc(C)cc2)nc1Oc1ccc(Cl)cc1Cl	-3.4	15.1	-12.3	-20.6	5.5	-14.2	-37.1	-15.6	5.5	-8.8	-3.6
CC(C)C[C@@H]1NC(=O)N(CCN2CCOCC2)C1=O	1.9	-4.4	-6.5	-3.4	-2.6	8.0	-9.7	11.3	1.1	18.0	0.8
C(#Cc1ccccc1)CN1CCOCC1	10.1	-1.6	-9.1	1.6	7.8	-8.8	-23.2	0.4	3.1	-16.0	-5.3
O=C(Nc1ccccc1C(F)(F)F)C(O)(c1ccccc1)C1CCCCC1 (centres undefined)	3.5	-1.5	-10.9	-0.5	-1.5	-1.2	0.4	14.4	-4.8	-7.9	4.3
CCCn1c(SCC(=O)c2c(N)n(C3CC3)c(=O)[nH]c2=O)nnc1-c1ccncc1	6.6	3.5	-13.3	-4.2	-2.9	-17.1	13.8	-8.4	11.6	2.5	2.0
Cc1ccccc1C(=O)Nc1ccnn1C1CCN(C2CCSCC2)CC1	-4.1	-5.7	8.2	-5.2	-5.4	6.5	-12.3	-3.5	-11.1	6.1	-4.8
O=C(NCCN1CCOCC1)c1ccccc1OCc1ccccc1	4.6	-3.1	4.5	-0.5	3.5	15.9	-11.1	9.6	7.2	-20.5	-4.4
CCOC(=O)c1ccc(NS(=O)(=O)c2cc3c(cc2C)NC(=O)CO3)cc1	0.0	1.3	-6.7	9.8	-7.2	13.8	5.2	-36.1	-5.1	8.0	2.7
CC(C)(C)OC(=O)NCCCCCc1nnc(SCc2c(F)cccc2Cl)o1	1.2	6.9	4.3	-0.7	-3.1	-0.3	-15.0	15.9	4.4	3.4	1.2
CC(C)CNC(=O)C1(C)CCCCCN1C(=O)c1cc2ccccc2s1 (centres undefined)	5.8	-6.3	1.9	-11.7	-16.8	5.8	33.0	-5.5	6.6	35.7	/
O=C(COC(=O)c1ccco1)NCc1ccc(F)cc1	10.3	1.7	-6.2	-16.6	0.5	8.1	-23.5	15.9	-24.2	5.8	4.7
Cc1c(Cl)c(C(=O)N2CCCc3ccccc32)nn1C	-7.3	5.3	13.1	-30.7	-7.3	-0.9	-15.0	7.2	-0.2	-2.3	-0.4
N/C(=N\NC(=O)c1ccc(F)cc1)c1cc2ccccc2oc1=O	-30.1	-6.3	-16.3	-7.1	7.9	-9.5	-1.3	-13.7	-5.8	-17.9	-1.5
N#Cc1c(/N=C/c2cc(Br)cs2)sc2c1CCC2	-3.5	-10.3	3.5	-27.1	4.3	-4.2	0.4	-16.9	2.1	1.5	-14.2
COc1ccc(N2CCN(C(=O)c3oc4ccccc4c3NC(=O)Cc3ccc(OC)c(OC)c3)CC2)cc1	16.7	0.3	-8.1	-0.8	15.7	-9.7	22.0	3.9	-5.2	-0.6	10.5
CC1=C(C(=O)Nc2cccnc2)C(c2cccnc2)n2nc(-c3cccs3)nc2N1 (centres undefined)	-5.5	0.3	2.9	3.9	0.6	4.7	-9.9	9.9	15.0	-11.0	2.9
CC(C)Cn1c(N)c(C(=O)COC(=O)C2CC(=O)N(Cc3ccccc3Cl)C2)c(=O)n(C)c1=O (centres undefined)	10.0	-2.6	34.6	-6.5	15.9	-12.3	15.7	6.3	31.1	3.5	6.3
Cc1ccc(CNC(=O)CCc2nnc3ccc(NCCCN4CCCC4=O)nn23)cc1	13.1	-0.4	-0.2	20.3	1.6	-9.9	5.4	27.7	-9.8	4.8	2.5
O=C(Nn1c(-c2ccc(Br)cc2)nc2ccccc2c1=O)c1ccncc1	-17.4	-2.3	-37.3	-29.5	17.4	-10.7	-37.5	-8.7	-1.1	-44.0	6.3
CCOc1ccc(NC(=O)CN(C)C(=O)CCCOc2ccc(Cl)c(C)c2)cc1OCC	12.2	-4.0	-19.4	2.5	1.4	-17.8	9.5	-8.1	11.0	-18.9	5.6
Cc1ccc(C(=O)N2N=C(c3ccccc3)CC2(O)C(F)(F)F)o1 (centres undefined)	14.5	8.0	-4.2	-4.1	5.7	-3.6	14.9	-4.2	3.9	14.1	-4.9
COc1ccc(-n2nc3ccc(N)cc3n2)cc1	-3.5	17.1	-46.8	-70.6	-7.1	33.1	25.0	-108.8	2.4	-103.3	16.5
CC(C)CC(=O)Nc1cc(NC(=O)CC(C)C)cc(C(=O)NC(C)(C)C)c1	9.1	-8.8	-3.9	-2.6	-3.4	0.8	-2.0	7.3	-4.1	-2.6	2.1
COc1ccc2cc(C3(C)NC(=O)NC3=O)ccc2c1 (centres undefined)	-10.7	9.7	-2.0	-3.5	5.8	-14.7	-22.6	3.6	5.0	8.6	-7.5
CCCCn1c(N)c(N(CCC(C)C)C(=O)c2ccc(COc3ccccc3)o2)c(=O)[nH]c1=O	11.2	14.4	-19.5	-9.4	-14.8	-12.6	-1.1	-1.4	3.5	9.2	7.3
O=C(Cc1ccccc1)Nc1ccccc1C(=O)NCC1CCCO1 (centres undefined)	-7.1	-1.8	-12.7	-17.6	9.1	14.5	5.6	-4.8	1.2	6.0	0.3
COc1cc(CCC(=O)Nc2nnc(-c3cccnc3)s2)cc(OC)c1OC	-0.7	-4.9	-5.8	-8.8	15.8	-12.9	5.2	5.1	-12.3	16.7	-4.4
O=C(CC(C(=O)O)P(=O)(c1ccccc1)c1ccccc1)c1ccccc1 (centres undefined)	-15.4	-7.3	19.7	5.6	-6.2	-0.7	-13.8	-4.5	10.7	-5.1	-5.1

Results in NCOA3 inh, LRH-1 inv ag and NR2F2 inh (2 entries from above):
| smiles | NCOA3 inh | LRH-1 inv ag | NR2F2 inh |
| --- | --- | --- | --- |
| O=C(CC(C(=O)O)P(=O)(c1ccccc1)c1ccccc1)c1ccccc1 (centres undefined) | -4.5 | -5.1 | -15.4 |
| CC(C)CC(=O)Nc1cc(NC(=O)CC(C)C)cc(C(=O)NC(C)(C)C)c1 | 7.3 | -2.6 | 9.1 |

Carrying on.
smiles	NR2F2 inh	C8 TRAIL sens	TROY NFkB inh	SRC1 inh	KKLEB tox	CF NFkB inh	NCOA2 inhibitor	NCOA3 inh	TWEAK Fn14 block	LRH-1 inv ag	EBV LMP1 NFkB
Cc1ccsc1C(=O)Nc1cccc(-n2cnnn2)c1	16.9	-5.4	8.5	-7.8	1.9	1.5	11.8	-11.7	-6.4	-7.9	5.2
COc1ccc(NC(=O)c2cc(C)no2)cc1	-21.3	5.0	-34.7	-22.3	7.3	-18.7	-25.9	-12.3	2.0	-31.1	-4.7
Cc1ccc(NC(=O)c2ccc(Cl)c(S(=O)(=O)Nc3c(C)n(C)n(-c4ccccc4)c3=O)c2)cc1Cl	-9.5	8.6	1.3	3.5	10.6	-11.3	-6.1	9.6	23.5	10.1	-11.1
O=C(Nc1ccccc1)C1CC(=O)N(Cc2ccccc2)C1 (centres undefined)	-12.9	-9.4	-5.5	-3.2	13.3	0.0	-34.3	12.3	4.3	-5.0	1.6
Cc1c(Cl)cnc(NC(=O)COC(=O)c2ccc([N+](=O)[O-])s2)c1Cl	21.4	-0.3	3.8	4.0	-2.0	0.5	-13.1	15.7	11.4	4.0	-3.3

From PubChem BioAssay

Compounds as they come; about 4.2% have a hit in one of these screens.
